FUS suppressor: qHTS for Suppressors of FUS Proteinopathy: Primary screen using FUS-linked yeast assay; 0.24% of 390,000 active; S. cerevisiae FUS-expressing, growth rescue, OD600, 24 h; Potency, µM (series often up to 76.6 µM), without a hit: at the highest dose growth rescue (activation), usual class: activators; AID 1347120, 2019;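 note: potency is the fitted concentration of half-maximal effect; plate controls were DMSO vehicle for no effect and reference control for full effect; nearly all actives have a fitted effect of over 55% in size; some results filed as inactive show a strong effect at the top dose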
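Toxicity suppression screen in FUS-yeast. Cells induced with 2% galactose, starting OD 0.005, treated 24hr at 30C with compounds at multiple final concentrations; growth by OD600.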
Akt phos inh: HTS Assay for Inhibitors of Akt Phophorylation: Primary Screen; Neuro2A IGF-stimulated pAkt S473 HTRF, 20 min; hits give low values; activity change, % for hits at 50 µM; 0.32% of 360,000 active; in the data active = activity change below about -80%; inconclusive = mostly about -51% to -80%; note: % is set by controls: 0 for no effect and ±100 for the full control effect
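Single-point screen (50 µM final compound) in Neuro2A cells stimulated 20 min with 6 nM IGF at 37 deg C. After lysis, Ser473-phosphorylated Akt read by HTRF (ex 330 nm, em 615/665 nm) as the 665/615 ratio.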
GLP1R inv ag: qHTS of GLP-1 Receptor Inverse Agonists (Inhibition Mode); Glucagon-like peptide 1 receptor (Homo sapiens), P43220; HEK293 GLP-1R CRE-luciferase, luminescence, 24 h; GLP-1R form is constitutively active; Potency, µM (doses to about 38.3 µM), for inactives: at the top dose activity change, negative = inhibition, usual class: inhibitors; 1.6% of 410,000 active; note: potency is the fitted concentration of half-maximal effect; % is set by controls: 0 for no effect and ±100 for the full control effect; nearly all actives have a fitted effect of over 55% in size
Target sequence (P43220 whole entry, looked up): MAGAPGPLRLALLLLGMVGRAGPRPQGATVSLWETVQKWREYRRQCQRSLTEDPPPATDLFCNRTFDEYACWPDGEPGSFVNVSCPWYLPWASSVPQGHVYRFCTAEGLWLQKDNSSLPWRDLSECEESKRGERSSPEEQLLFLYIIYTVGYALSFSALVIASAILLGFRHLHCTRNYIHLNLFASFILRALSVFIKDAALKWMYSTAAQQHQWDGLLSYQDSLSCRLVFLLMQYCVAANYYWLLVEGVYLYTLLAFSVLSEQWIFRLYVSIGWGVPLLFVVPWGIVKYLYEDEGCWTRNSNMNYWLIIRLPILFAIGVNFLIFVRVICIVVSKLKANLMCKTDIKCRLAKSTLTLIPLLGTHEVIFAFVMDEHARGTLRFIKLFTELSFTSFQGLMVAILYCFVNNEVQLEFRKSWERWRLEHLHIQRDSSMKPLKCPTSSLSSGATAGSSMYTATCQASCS
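Using stably transfected HEK293 (constitutively active GLP-1R, cAMP-luciferase reporter), compounds were incubated 24 hr and luciferase measured by luminescence.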
aSyn yeast inh: qHTS of alpha-syn Inhibitors. 0.14% of 370,000 active. Yeast expressing alpha-synuclein, growth rescue, BacTiter-Glo, 24 h. Potency, µM (doses to about 46.1 µM), inactives show top-dose growth rescue (activation), hits mostly activators; note: potency is the fitted concentration of half-maximal effect; % of control where 0% means no effect; nearly all actives have a fitted effect of over 65% in size
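Galactose-induced alpha-syn yeast (OD600=0.02, raffinose-pregrown) + pinned cpd, 24 hr, 30 deg C; growth by BacTiter-Glo luminescence. Growth restoration scores as activation.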
PTHR1 ag: qHTS for PTHR1 Agonists: Primary Screen. Parathyroid hormone/parathyroid hormone-related peptide receptor (Homo sapiens), Q03431. HEK293 GP2 PTHR1 cells, GloSensor cAMP luminescence, 1 h. Potency, µM (highest dose often 115 µM), for inactives: at the highest dose activation, usual class: activators. 0.075% of 410,000 active; note: potency is the fitted concentration of half-maximal effect; nearly all actives have a fitted effect of over 55% in size; some results filed as inactive show a strong effect at the top dose; inactives centre near -15; many of its hits are not listed in these tables
Target sequence (Q03431 whole entry, looked up): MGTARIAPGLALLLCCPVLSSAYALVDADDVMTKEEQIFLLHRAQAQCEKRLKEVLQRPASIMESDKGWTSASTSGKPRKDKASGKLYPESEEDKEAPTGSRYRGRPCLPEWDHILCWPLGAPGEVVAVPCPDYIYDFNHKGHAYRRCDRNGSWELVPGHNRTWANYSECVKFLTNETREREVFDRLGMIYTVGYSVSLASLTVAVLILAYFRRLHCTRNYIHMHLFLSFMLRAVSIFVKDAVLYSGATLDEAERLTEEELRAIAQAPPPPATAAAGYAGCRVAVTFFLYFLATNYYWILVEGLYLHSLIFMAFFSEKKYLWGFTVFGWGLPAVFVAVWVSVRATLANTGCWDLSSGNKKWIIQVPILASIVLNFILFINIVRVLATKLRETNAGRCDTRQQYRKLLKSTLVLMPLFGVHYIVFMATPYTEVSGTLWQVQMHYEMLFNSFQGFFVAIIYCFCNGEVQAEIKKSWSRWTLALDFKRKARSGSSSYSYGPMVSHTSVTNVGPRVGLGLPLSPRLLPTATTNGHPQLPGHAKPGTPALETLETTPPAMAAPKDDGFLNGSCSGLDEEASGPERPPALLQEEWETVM
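HEK-293-derived GP2 cells expressing PTHR1 and a GloSensor cAMP reporter, 3,000/well, plated overnight, given luciferin plus IBMX (each 0.5 mM as added) for 1 h at 37 °C, then compound for 1 h at 37 °C. Luminescence was read after 15 min at room temperature.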
TDP43 rescue: qHTS of TDP-43 Inhibitors; 1.8% of 410,000 active; TDP-43 expressing yeast growth rescue, BacTiter-Glo, 24 h; Potency, µM (series often up to 46.1 µM), for the others: top-dose growth rescue (activation), actives largely listed as activators; AID 652104, 2013; note: potency is the fitted concentration of half-maximal effect; % of control where 0% means no effect; nearly all actives have a fitted effect of over 50% in size
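Yeast cells expressing TDP-43 under galactose induction are exposed to compounds for 24 hr at 30 deg C. BacTiter-Glo luminescence measures growth, so protective compounds score as activators.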
Abeta rescue: qHTS for compounds that reverse cellular toxicity of Amyloid beta (A-beta) peptide in yeast: Primary Screen | yeast expressing A-beta42, growth rescue, OD600, 48 h; response scale: 0% DMSO, 100% iron-clioquinol control | 0.063% of 410,000 active | Potency, µM (titrated, usually from 46.1 µM), for the others: at the top dose growth rescue, usual class: activators | AID 1347071, 2019; note: potency is the fitted concentration of half-maximal effect; nearly all actives have a fitted effect of over 55% in size
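Yeast A-beta toxicity model in growth medium with pinned compounds, 48 h at 30 C; growth read as absorbance at 600 nm. Normalized to FeCl3/clioquinol equimolar mix (positive) and DMSO (negative).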
Mm-Cpn inhibitor: Inhibitors of TCP-1 ring complex (TRiC) of Methanococcus maripaludis (MmCpn): qHTS | purified Mm-Cpn ATPase, ADP Transcreener TR-FRET | Potency, µM (doses to about 76.9 µM), for the others: at the top dose activity, negative = inhibition, hits mostly inhibitors | 0.031% of 330,000 active | AID 504842, 2011; note: potency is the fitted concentration of half-maximal effect; % is set by controls: 0 for no effect and ±100 for the full control effect; nearly all actives have a fitted effect of over 80% in size
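Reaction buffer contained 30 mM Tris pH 7.4, 100 mM KCl, 5 mM MgCl2 and 1 mM DTT. Mm-CPN (25 nM final) hydrolysed 10 uM ATP over 30 min at 37°C; ADP was read by HTRF.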
HEK293 tox: qHTS of GLP-1 Receptor Inverse Agonists: Cytotox Screen. HEK293 cAMP-luciferase reporter cells, luminescence, 24 h. Potency, µM (series often up to 38.3 µM), for the others: top-dose activity change, negative = inhibition, actives largely listed as inhibitors. 0.13% of 410,000 active. AID 624418, 2012;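 note: loss of luciferase light is scored as toxicity; potency is the fitted concentration of half-maximal effect; % is set by controls: 0 for no effect and ±100 for the full control effect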
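1536-well qHTS counterscreen of the MLSMR; 200 cells/uL, 12 h pre-incubation, 23 nL cpd, 24 h at 37 deg C 5% CO2, luciferase detection reagent, 12 min RT, luminescence. Inhibition = undesired.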
Numbers without * were called inactive; [ ] = remark or other dose. Unless noted, calls come from the whole dose curve; as a rule, active = well fitted curve in the direction sought with a large enough effect; inconclusive = small, poorly fitted or top-dose-only effect, or another doubt; inactive = no such curve, though single readings can be large; an effect the other way counts as inactive or inconclusive. These rows are one share of the data, so the mix of outcomes need not match the whole.

For COC(=O)c1sc2ccccc2c1NC(=O)c1ccc(S(=O)(=O)N2CCC(C)CC2)cc1 the results were Akt phos inh inactive, GLP1R inv ag 1%, aSyn yeast inh -2%, PTHR1 ag -4%, TDP43 rescue -12%, Abeta rescue 2%, Mm-Cpn inhibitor -19% and HEK293 tox 4%.
Screening COC(=O)c1ccc(Cn2cc(Cl)cn2)o1 returned FUS suppressor -11%, Akt phos inh inactive, GLP1R inv ag 13%, aSyn yeast inh 6%, PTHR1 ag inactive, TDP43 rescue -18%, Abeta rescue 1%, Mm-Cpn inhibitor -1% and HEK293 tox 22%.
For CCCCNC(=S)N1CCn2cccc2C1c1ccc(F)cc1 (configuration not stated) the results were FUS suppressor inconclusive, Akt phos inh inactive, GLP1R inv ag -17%[7.66 µM], aSyn yeast inh 7%, PTHR1 ag -46%[inhibitor], TDP43 rescue 16µM*, Abeta rescue -16%, Mm-Cpn inhibitor 1% and HEK293 tox 0%[7.66 µM].
`CC1CC(C)CN(S(=O)(=O)c2ccc3c(c2)oc(=O)n3CC(=O)N2CCOCC2)C1` (configuration not stated) gave FUS suppressor -22%, Akt phos inh inactive, GLP1R inv ag -1%, aSyn yeast inh -8%, PTHR1 ag -5%, TDP43 rescue 5%, Abeta rescue -15%, Mm-Cpn inhibitor 2% and HEK293 tox -4%.
CC(CC(=O)N1CCc2ccccc21)n1cccn1 (configuration not stated) was read as FUS suppressor 3%, Akt phos inh inactive, GLP1R inv ag 7%, aSyn yeast inh 5%, PTHR1 ag -1%, TDP43 rescue 20%, Mm-Cpn inhibitor -4% and HEK293 tox 6%.
For O=C(c1cc(F)c(F)cc1Cl)N1CCN(CCc2ccccc2)CC1 the results were FUS suppressor -20%, Akt phos inh inactive, GLP1R inv ag -7%, aSyn yeast inh -8%, PTHR1 ag inactive, TDP43 rescue -12%, Abeta rescue -5%, Mm-Cpn inhibitor -16% and HEK293 tox -3%.
`Cc1ccc2oc(=O)c3cc(C(=O)NCc4ccc(Cl)cc4)sc3c2c1` gave FUS suppressor -25%, GLP1R inv ag 4%, PTHR1 ag -3%, TDP43 rescue 3%, Abeta rescue 2% and HEK293 tox -1%.
For C(=N\Nc1nc2ccccc2[nH]1)/c1ccncc1 the results were FUS suppressor 9%, Akt phos inh inactive, GLP1R inv ag 19%, aSyn yeast inh -4%, PTHR1 ag -3%, TDP43 rescue -13%, Abeta rescue 3%, Mm-Cpn inhibitor -4% and HEK293 tox -14%.
Screening Cc1ccc(-n2c(=O)[nH]c3c(C(N)=O)nc(CC(C)C)nc32)cc1 returned FUS suppressor 28%, Akt phos inh inactive, GLP1R inv ag -23%, aSyn yeast inh 8%, PTHR1 ag -11%[57.5 µM], TDP43 rescue -3%, Abeta rescue -9%, Mm-Cpn inhibitor 1% and HEK293 tox -5%.
Screening CCS(=O)(=O)c1nc(S(=O)(=O)c2ccc(Cl)cc2)c(N2CCOCC2)s1 returned FUS suppressor -3%, Akt phos inh inactive, GLP1R inv ag -19%, aSyn yeast inh 2%, PTHR1 ag -3%, TDP43 rescue -6%, Abeta rescue -1%, Mm-Cpn inhibitor 0% and HEK293 tox -6%.
Screening COc1ccc(C(=O)N/N=C/c2cc(Br)ccc2O)cc1OC returned FUS suppressor 35%, Akt phos inh inactive, GLP1R inv ag inconclusive, aSyn yeast inh 1%, PTHR1 ag -12%, TDP43 rescue -14%, Abeta rescue 2%, Mm-Cpn inhibitor -1% and HEK293 tox 36%[activator].
For Nc1nc(Cl)cc(N2CCCC2)n1 the results were FUS suppressor -1%, Akt phos inh inactive, GLP1R inv ag 5%, aSyn yeast inh 3%, PTHR1 ag inactive, TDP43 rescue 18%, Abeta rescue 3%, Mm-Cpn inhibitor 1% and HEK293 tox 6%.

2 neighbouring compounds out of the list so far, for reference:
Screening COC(=O)c1ccc(Cn2cc(Cl)cn2)o1 returned FUS suppressor -11%, Akt phos inh inactive, GLP1R inv ag 13%, aSyn yeast inh 6%, PTHR1 ag inactive, TDP43 rescue -18%, Abeta rescue 1%, Mm-Cpn inhibitor -1% and HEK293 tox 22%.
For CCCCNC(=S)N1CCn2cccc2C1c1ccc(F)cc1 (configuration not stated) the results were FUS suppressor inconclusive, Akt phos inh inactive, GLP1R inv ag -17%[7.66 µM], aSyn yeast inh 7%, PTHR1 ag -46%[inhibitor], TDP43 rescue 16µM*, Abeta rescue -16%, Mm-Cpn inhibitor 1% and HEK293 tox 0%[7.66 µM].

Reprinted at random: 2 compounds from above.
`Cc1ccc2oc(=O)c3cc(C(=O)NCc4ccc(Cl)cc4)sc3c2c1` gave FUS suppressor -25%, GLP1R inv ag 4%, PTHR1 ag -3%, TDP43 rescue 3%, Abeta rescue 2% and HEK293 tox -1%.
`CC1CC(C)CN(S(=O)(=O)c2ccc3c(c2)oc(=O)n3CC(=O)N2CCOCC2)C1` (configuration not stated) gave FUS suppressor -22%, Akt phos inh inactive, GLP1R inv ag -1%, aSyn yeast inh -8%, PTHR1 ag -5%, TDP43 rescue 5%, Abeta rescue -15%, Mm-Cpn inhibitor 2% and HEK293 tox -4%.

The list continues.
Screening O=C(CCCC(=O)N(CC(=O)NC1CCCCC1)Cc1ccccc1)Nc1ccccn1 returned FUS suppressor 1%, Akt phos inh inactive, GLP1R inv ag 5%, aSyn yeast inh -8%, PTHR1 ag inactive, TDP43 rescue -1%, Abeta rescue -4%, Mm-Cpn inhibitor 3% and HEK293 tox -4%.
For O=C(Cc1ccccc1[N+](=O)[O-])Nc1ccccc1C(=O)N1CCCC1 the results were FUS suppressor 19%, Akt phos inh inactive, GLP1R inv ag -20%, aSyn yeast inh -5%, PTHR1 ag -21%, TDP43 rescue -26%[9.22 µM], Abeta rescue -13%, Mm-Cpn inhibitor -8% and HEK293 tox -16%.
`O=C1c2ccc(-c3ccc(F)cc3OCc3ccccc3)cc2S(=O)(=O)c2cccc(C(=O)N3CCN(c4ncc(Cl)cc4Cl)CC3)c21` gave FUS suppressor inconclusive, Akt phos inh inactive, GLP1R inv ag 27%, aSyn yeast inh 1%, PTHR1 ag -4%, TDP43 rescue -2%, Abeta rescue -13%, Mm-Cpn inhibitor 2% and HEK293 tox 14%.
Cc1cc(C)cc(N(CC(=O)N2CCn3c2nc2ccccc23)S(=O)(=O)c2c(C)noc2C)c1 was read as FUS suppressor -5%, Akt phos inh inactive, GLP1R inv ag -4%, aSyn yeast inh 5%, PTHR1 ag -21%, TDP43 rescue inconclusive, Abeta rescue 2%, Mm-Cpn inhibitor 1% and HEK293 tox 1%.
`CCN1CCc2nc3sc(C(=O)Nc4cccnc4Cl)c(N)c3cc2C1` gave FUS suppressor 20%, GLP1R inv ag 17%, aSyn yeast inh -5%, PTHR1 ag -28%, TDP43 rescue 6%, Abeta rescue -19%, Mm-Cpn inhibitor -4% and HEK293 tox 10%.
For COC(=O)c1ccc(OS(=O)(=O)c2ccc(NC(C)=O)cc2)cc1 the results were Akt phos inh inactive, GLP1R inv ag 3%, aSyn yeast inh -13%, PTHR1 ag -23%, TDP43 rescue 27%, Abeta rescue -5%, Mm-Cpn inhibitor 1% and HEK293 tox -11%.
Screening CC1Sc2ccc(C(=O)NCc3ccccn3)cc2NC1=O (configuration not stated) returned FUS suppressor -17%, Akt phos inh inactive, GLP1R inv ag inconclusive, aSyn yeast inh -1%, PTHR1 ag 14%, TDP43 rescue 13%, Abeta rescue 6%, Mm-Cpn inhibitor 0% and HEK293 tox -18%.
COc1ccc(-c2c(NC(=O)c3ccco3)n(-c3ccccc3)nc(C)c2=O)cc1 was read as FUS suppressor 1%, Akt phos inh inactive, GLP1R inv ag -9%, aSyn yeast inh -7%, PTHR1 ag -17%, TDP43 rescue -12%, Abeta rescue 5%, Mm-Cpn inhibitor -2% and HEK293 tox 10%.
`COc1cc(C(Nc2ccccn2)c2c(NC(=O)c3ccco3)sc(C)c2C)cc(OC)c1OC` (configuration not stated) gave FUS suppressor 8%, Akt phos inh inactive, GLP1R inv ag 22%, aSyn yeast inh -3%, PTHR1 ag -10%, TDP43 rescue 12%, Abeta rescue 8%, Mm-Cpn inhibitor -2% and HEK293 tox -12%.
`O=C(CSc1nnc(-c2cccc(F)c2)o1)N1CCCC1` gave FUS suppressor 7%, Akt phos inh inactive, GLP1R inv ag 2%, aSyn yeast inh 1%, PTHR1 ag inactive, TDP43 rescue 8%, Abeta rescue 4%, Mm-Cpn inhibitor 0% and HEK293 tox 21%.
For COc1ccc(NC(=O)CSc2nc(N3CCCCC3)nc(N3CCCCC3)n2)cc1 the results were FUS suppressor 9%, Akt phos inh inactive, GLP1R inv ag 0%, aSyn yeast inh 1%, PTHR1 ag inactive, TDP43 rescue -8%, Abeta rescue 20%, Mm-Cpn inhibitor 1% and HEK293 tox 2%.
Nc1ccc(C(=O)Nc2nc3ccccc3s2)cc1 was read as FUS suppressor -8%, Akt phos inh inactive, GLP1R inv ag inconclusive, aSyn yeast inh -11%, PTHR1 ag -4%, TDP43 rescue inconclusive, Abeta rescue -33%[inhibitor], Mm-Cpn inhibitor 2% and HEK293 tox 2%.
